OXTR potentiator = human OXTR potentiation; P30559; CHO-OTR cells, Fluo-8 calcium fluorescence, potentiator mode; 0% = oxytocin EC15, 100% = EC100; activation, % at 3 µM; 320,000 tested, 0.061% active;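 active = activation above that plate's cutoff, the mean activation of tested compounds plus 3 SD, cut at about 6.6% in these data, passing the limit was not always enough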;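 also: 100% uses oxytocin at 75 nM as the full agonist control; some results filed as inactive read as strong as hits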
Target sequence (P30559 whole entry, looked up): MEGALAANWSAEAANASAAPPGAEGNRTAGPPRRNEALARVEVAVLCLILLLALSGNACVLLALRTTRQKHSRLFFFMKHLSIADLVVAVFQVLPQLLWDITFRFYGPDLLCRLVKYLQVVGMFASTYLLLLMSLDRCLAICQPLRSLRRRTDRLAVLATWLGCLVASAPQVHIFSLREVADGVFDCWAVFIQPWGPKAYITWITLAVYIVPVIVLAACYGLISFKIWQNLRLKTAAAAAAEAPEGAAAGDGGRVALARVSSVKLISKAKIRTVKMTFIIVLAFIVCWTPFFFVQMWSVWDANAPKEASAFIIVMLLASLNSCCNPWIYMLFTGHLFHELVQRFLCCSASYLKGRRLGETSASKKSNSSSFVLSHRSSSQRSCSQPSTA
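Assay system: CHO-OTR cells, human receptor / Also added: oxytocin at about EC15, sub-maximal agonist stimulus / Dosing: single dose, 3.0 µM nominal final compound concentration / Incubation: 6 min pre-incubation, 100 s read / Technique: Fluo-8 calcium dye fluorescence / Read-out: % activation vs EC15 and EC100 oxytocin / Benchmarks: EC15 oxytocin low, 75 nM oxytocin high / Replicates: singlicate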
CHO-K1 Ca antag = nonselective inhibitor or artifact in parental CHO-K1 cells; ATP-induced calcium, Fluo-8 fluorescence; inhibition, % at 3 µM; 360,000 tested, 0.6% active;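 active = inhibition above a per-plate cutoff, the plate's mean sample inhibition plus 3 SD, cut at about 24% in these data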;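 also: 0% = DMSO plus EC80 ATP and 100% = DMSO alone without ATP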
TAAR1 ag = human TAAR1 agonism; 360,000 tested, 0.99% active; Q96RJ0; AID 624467; activation, % at 3 µM; CHO RD-HGA16 TAAR1, Fluo-8 calcium fluorescence; vehicle wells 0%, saturating PEA agonist 100%;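 active = activation above the mean activation of all test compounds in the run plus 3 SD, cut at about 38% in these data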
Target sequence (Q96RJ0 whole entry, looked up): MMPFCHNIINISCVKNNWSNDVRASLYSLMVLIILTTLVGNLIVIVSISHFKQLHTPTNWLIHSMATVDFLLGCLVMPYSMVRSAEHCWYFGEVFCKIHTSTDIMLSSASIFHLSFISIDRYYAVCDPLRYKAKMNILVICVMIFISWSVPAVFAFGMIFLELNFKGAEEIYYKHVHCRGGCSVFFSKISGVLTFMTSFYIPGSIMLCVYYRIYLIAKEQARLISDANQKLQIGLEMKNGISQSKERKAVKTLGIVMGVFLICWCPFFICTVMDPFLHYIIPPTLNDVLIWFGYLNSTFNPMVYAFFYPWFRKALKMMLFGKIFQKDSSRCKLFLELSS
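System: CHO-derived RD-HGA16 cells with stable Gα16 and human TAAR1. Times: 17-24 h plating, Fluo-8 75 min 37 °C, 30 min RT. Measured by: calcium-sensitive Fluo-8 signal, excitation 470-495, emission 515-575 nm. Read-out basis: % activation relative to PEA EC100 response. Control set: DMSO and PEA EC100. Repeats: no replicates (n 1).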
M1 ag = human M1 muscarinic receptor agonism | P11229 | CHO-K1 hM1, Fluo-8 calcium fluorescence, agonist mode; 0% DMSO, 100% acetylcholine EC100 | activation, % at 3 µM | 360,000 tested, 0.33% active;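 active = activation above the run's mean compound activation plus 3 SD, cut at about 16% in these data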;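 also: peak over basal fluorescence ratio within a 140 s kinetic read after compound addition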
CHO parental Ca = counter-screen: ATP calcium response change in parental CHO cells; parental CHO-K1, ATP-induced calcium, Fluo-8 fluorescence; inhibition, % at 5.6 µM; 330,000 tested, 0.63% active; AID 463079;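 active = inhibition above that plate's mean sample inhibition plus 3 SD, cut at about 26% in these data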;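 also: 0% = ATP-challenged DMSO wells and 100% = DMSO wells without ATP; some compounds past the cut are filed as inactive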
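Test system: parental CHO cells; detection: calcium-sensitive Fluo-8 fluorescence; evaluation: percent inhibition of calcium signal; also added: ATP as calcium-mobilizing challenge; repeats: one well per compound; control set: ATP-challenged DMSO wells low, unchallenged DMSO wells high; compound: single nominal dose of 5.6 µM per compound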
CHO-K1 Ca PAM = counter-screen for M1 PAMs: effect in parental CHO-K1 cells; ATP EC20, Fluo-8 calcium fluorescence; 0% at ATP EC20, 100% at ATP max; activation, % at 3 µM; 360,000 tested, 0.02% active; AID 602247;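 active = activation above the run cutoff, the mean activation of all test compounds plus 3 SD, cut at about 40% in these data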;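 also: peak over basal fluorescence ratio in a 140 s read after ATP addition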
M1 ag parental = M1 agonist counterscreen hit in parental CHO-K1 cells | 360,000 tested, 0.48% active | activation, % at 3 µM | Fluo-8 calcium fluorescence; scaled to maximal ATP response, vehicle zero; in the data active = activation above about 15%;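 also: untransfected CHO-K1 host cells lacking M1 receptor as counterscreen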
TAAR1 antag = human TAAR1 antagonism; CHO RD-HGA16 TAAR1, Fluo-8 calcium fluorescence, antagonist; inhibition, % at 3 µM; Q96RJ0; 360,000 tested, 1.5% active;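 active = inhibition above a per-plate cutoff, the mean inhibition of test compounds on that plate plus 3 SD, cut at about 49% in these data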;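 also: 0% = DMSO plus EC80 beta-PEA response and 100% = DMSO alone without agonist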
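Test system: CHO RD-HGA16 cells bearing hTAAR1 | Reagent: β-PEA, EC80 | Compound dosing: 3 µM, single point | Schedule: Dye loading 75 min at 37 °C, then 30 min room temperature | Signal: Calcium fluorescence with Fluo-8 | Evaluation: Percent inhibition of PEA-evoked calcium signal, max/basal emission ratio | Control set: DMSO-only wells and EC80 β-PEA-stimulated wells | Repeats: Singlicate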
CHRM1 antagonist = human CHRM1 antagonism; inhibition, % at 3 µM; CHO-K1 hM1, Fluo-8 calcium fluorescence, ACh EC80 antagonist; AID 588852; 360,000 tested, 1.3% active;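 active = percent inhibition above its own plate's cutoff, namely the mean of that plate's compound wells plus 3 SD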;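 also: peak over basal fluorescence ratio during 140 s after agonist addition; 0% = ACh EC80 plus DMSO and 100% = DMSO alone without agonist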
An asterisk follows results filed as active; · = no result given. No enrichment for hits; any-hit rate near 4.2%.

SMILES	OXTR potentiator	CHO-K1 Ca antag	TAAR1 ag	M1 ag	CHO parental Ca	CHO-K1 Ca PAM	M1 ag parental	TAAR1 antag	CHRM1 antagonist
CC(C)Cc1nnc(NC(=O)C2CC(=O)N(c3ccc4c(c3)OCCO4)C2)s1 (stereo not drawn)	-2	-2	3	-3	-22	1	-0.1	-7	-2
O=C1NC(=Nc2ccc(F)cc2)CS1	-16	-10	4	-4	2	11	2.9	-14	-4
Cc1ccc2c(CC(=O)OC(C)C(=O)NCc3ccc4c(c3)OCO4)coc2c1 (stereo not drawn)	-23	1	0	2	-2	11	3.8	14	1
COc1cccc(/C=N/Nc2nn3cnnc3c3ccccc23)c1	-9	-13	3	-6	-8	13	0.7	9	-28
CCN(c1ccccc1)S(=O)(=O)c1ccc(Oc2ccc(C(C)=O)cc2OC)nc1	-6	-1	4	-3	-22	2	9.6	43	6
C[C@@H]1CN([C@@H](C)CO)C(=O)c2cc(C#CC3CCCCC3)cnc2O[C@@H]1CN(C)S(=O)(=O)c1ccc(F)cc1	·	-2	8	-2	·	22	2.6	9	-9
C=CCOc1c(CNn2nnnc2N)cccc1OC	-8	-5	4	-2	-8	-11	0.2	9	1
CCCCNC(=O)COCc1cc(-c2ccc3c(c2)OCO3)on1	-8	-5	-1	-2	-2	15	3.9	-9	-12
Nc1c(C(=O)CSc2nnc(Cc3ccccc3)o2)c(=O)[nH]c(=O)n1C1CC1	0	-14	1	-2	-4	12	1.6	-3	6
COC(=O)[C@H]1C[C@H](OC(=O)NCc2ccc(OC)c(OC)c2)[C@@]2(O)CN(S(=O)(=O)c3ccc(C)cc3)CC2[C@H]1C(=O)OC (stereo partly drawn)	·	1	3	-4	·	-4	0.1	9	-12
O=C(Nc1ccccc1C(F)(F)F)C1CCCC1	-9	-1	6	3	-9	-9	-0.2	-25	-17
O=C(CN1CCOCC1)N/N=C/c1cccc2ccccc12	-5	-3	0	-2	6	-4	0.3	-4	3
CS(=O)(=O)N(CC(=O)NC1CC2CCC1C2)c1cccc(C(F)(F)F)c1 (stereo not drawn)	-15	-12	11	-4	-16	20	1.0	-7	-7
CC(=O)N1c2ccccc2Nc2ccccc21	3	5	0	-8	-8	6	0.1	-8	-8
C[C@@H]1O[C@@H](Oc2c(-c3cc(O)c(O)c(O)c3)oc3cc(O)cc(O)c3c2=O)[C@H](O)[C@H](O)[C@H]1O	-3	-8	5	-4	-10	10	0.3	4	-2
CC(=O)Nc1ccc(S(=O)(=O)NCc2nc(-c3ccccc3)no2)cc1	-12	1	2	-6	0	13	0.3	4	-2
CS(=O)(=O)N(CC(=O)NCc1ccc2c(c1)OCO2)c1ccccc1	-11	-4	7	-3	-4	2	0.1	5	-10
O=C(CSc1ncn[nH]1)NCCc1ccccc1	-2	1	13	-4	10	13	1.0	-13	8
COc1ccccc1CC(=O)Nc1ccc(S(=O)(=O)N2CCOCC2)cc1	-10	4	-2	-1	6	2	0.0	-3	-5
COc1ccc(C(CNC(=O)c2sccc2C)N2CCOCC2)cc1 (stereo not drawn)	5	8	4	-4	-20	-2	1.0	-27	-4

Random excerpt: six compounds from above, in no set order.
SMILES	OXTR potentiator	CHO-K1 Ca antag	TAAR1 ag	M1 ag	CHO parental Ca	CHO-K1 Ca PAM	M1 ag parental	TAAR1 antag	CHRM1 antagonist
C[C@@H]1CN([C@@H](C)CO)C(=O)c2cc(C#CC3CCCCC3)cnc2O[C@@H]1CN(C)S(=O)(=O)c1ccc(F)cc1	·	-2	8	-2	·	22	2.6	9	-9
CCN(c1ccccc1)S(=O)(=O)c1ccc(Oc2ccc(C(C)=O)cc2OC)nc1	-6	-1	4	-3	-22	2	9.6	43	6
CS(=O)(=O)N(CC(=O)NCc1ccc2c(c1)OCO2)c1ccccc1	-11	-4	7	-3	-4	2	0.1	5	-10
COC(=O)[C@H]1C[C@H](OC(=O)NCc2ccc(OC)c(OC)c2)[C@@]2(O)CN(S(=O)(=O)c3ccc(C)cc3)CC2[C@H]1C(=O)OC (stereo partly drawn)	·	1	3	-4	·	-4	0.1	9	-12
CCCCNC(=O)COCc1cc(-c2ccc3c(c2)OCO3)on1	-8	-5	-1	-2	-2	15	3.9	-9	-12
Nc1c(C(=O)CSc2nnc(Cc3ccccc3)o2)c(=O)[nH]c(=O)n1C1CC1	0	-14	1	-2	-4	12	1.6	-3	6

(continued)
SMILES	OXTR potentiator	CHO-K1 Ca antag	TAAR1 ag	M1 ag	CHO parental Ca	CHO-K1 Ca PAM	M1 ag parental	TAAR1 antag	CHRM1 antagonist
CCOc1ccccc1N=C1SCC(C)N1C(=O)C1CCN(c2ncnc3sc(C)c(C)c23)CC1 (stereo not drawn)	·	-22	2	-5	·	15	3.3	6	-1
O=C(COc1ccc(Br)cc1Cl)NC(=O)Nc1ccc2c(c1)OCCO2	-22	-9	3	-5	-12	0	-0.1	-9	-19
Cc1noc(C)c1-c1ccc(C(=O)Nc2ccccc2)c2occc12	·	-16	-1	-3	·	18	2.5	11	-6
N#Cc1cn(Cc2ccccc2)c(=O)[nH]c1=O	-3	10	4	-2	-5	4	-0.3	19	2
CCCCN(C)C/C(O)=C(\C#N)c1nc(-c2ccccc2)cs1	-11	10	4	-3	-18	-4	0.1	12	0
CCOc1ccc(CC(=O)C2=C(N3CCOCC3)CC(C)(C)CC2=O)cc1OCC	-19	-13	0	-3	-3	15	5.0	-4	13
Cc1ccc(-c2nc(NC(=O)c3cc(C(C)(C)C)nn3C)sc2C)cc1Cl	0	-6	2	-5	-43	4	0.3	-21	-4
Cc1ccccc1C(=O)Nc1cccc(NC(=O)c2ncn[nH]2)c1	-12	-4	6	-6	-7	14	0.1	-10	-1
N=C1/C(=C/c2ccc(OC(=O)c3ccco3)cc2)C(=O)N=C2SC=CN12	-2	-15	-1	-3	-13	10	0.7	-5	-6
CC(C)(C)c1cnnn1-c1ccc(NC(=O)c2ccc3c(c2)OCO3)cc1	-9	-9	11	-4	-4	28	6.3	6	-8
COCC(=O)N(C)c1nnc(-c2ccc([N+](=O)[O-])cc2)s1	-3	-19	-2	-3	-10	9	0.1	-13	-17
COc1ccc(/C(O)=C2/C(=O)C(=O)N(CCCN3CCOCC3)C2c2ccc(OC)cc2)cc1 (stereo not drawn)	3	0	1	-4	-21	-14	-0.1	-17	6
Cc1ccccc1CS(=O)(=O)Cc1ccc(C(=O)NCCCN2CCCC2=O)o1	1	-4	2	-8	-8	12	0.1	-11	-18
CC(C)(CNC(=O)CNC(=O)c1ccccc1F)N1CCOCC1	1	-15	1	-4	-3	4	0.8	3	-12
CC(C)CCNC(=O)CN(C(=O)Cn1nnc(-c2ccc(F)cc2)n1)C1CCCC1	-2	-7	12	-4	-16	5	-0.6	-7	-19
O=C(Nc1ccc2c(c1)C(=O)N(CC1CCCO1)C2=O)c1cccc(Br)c1 (stereo not drawn)	-20	-4	25	1	-5	15	4.4	28	3
CCOc1ccc(OC(=O)c2cccnc2)cc1	-10	-12	3	-4	-9	18	-0.1	-9	-9
CN(C)Cc1cn(CCC(=O)O)c2ccccc12	-8	16	1	-3	5	-3	0.4	-3	11
Cc1onc(-c2ccccc2)c1C(=O)N1CCN(c2ccccc2)CC1	2	-4	2	-3	-28	5	0.8	-15	-7
CC(=O)c1ccc(-c2ccc(C(=O)NCC(c3ccco3)N(C)C)o2)cc1 (stereo not drawn)	-2	-18	3	-7	-14	23	1.4	21	-12
Cc1nn(-c2ccc(C(=O)O)cc2)c(C)c1Cl	-18	2	8	-2	4	23	-0.4	8	-2
CCOc1ccccc1N1CCN(C(=O)CNC(=O)c2ccccc2F)CC1	0	-1	-2	-4	-15	-13	0.4	5	-4
CC(C)Oc1ccc(CCNC(=O)C2CCC(=O)N(C3CCCCCC3)C2)cc1 (stereo not drawn)	-6	-12	3	-2	-24	18	2.9	14	3

Screening data (PubChem)
